Assay outcomes as filed in PubChem.
TDP1 inh: qHTS Assay for Inhibitors of Tyrosyl-DNA Phosphodiesterase (TDP1); Tyrosyl-DNA phosphodiesterase 1 (Homo sapiens), Q9NUW8; recombinant TDP1, AlphaScreen DNA substrate cleavage; Potency, µM (highest dose often 130 µM), for the others: at the highest dose activity change, negative = inhibition, usual class: inhibitors; actives 0.28% (n = 350,000); AID 485290, 2010; active = well fitted inhibition curve with a large enough effect; note: nearly all actives have a fitted effect of over 40% in size
Target sequence (Q9NUW8 whole entry, looked up): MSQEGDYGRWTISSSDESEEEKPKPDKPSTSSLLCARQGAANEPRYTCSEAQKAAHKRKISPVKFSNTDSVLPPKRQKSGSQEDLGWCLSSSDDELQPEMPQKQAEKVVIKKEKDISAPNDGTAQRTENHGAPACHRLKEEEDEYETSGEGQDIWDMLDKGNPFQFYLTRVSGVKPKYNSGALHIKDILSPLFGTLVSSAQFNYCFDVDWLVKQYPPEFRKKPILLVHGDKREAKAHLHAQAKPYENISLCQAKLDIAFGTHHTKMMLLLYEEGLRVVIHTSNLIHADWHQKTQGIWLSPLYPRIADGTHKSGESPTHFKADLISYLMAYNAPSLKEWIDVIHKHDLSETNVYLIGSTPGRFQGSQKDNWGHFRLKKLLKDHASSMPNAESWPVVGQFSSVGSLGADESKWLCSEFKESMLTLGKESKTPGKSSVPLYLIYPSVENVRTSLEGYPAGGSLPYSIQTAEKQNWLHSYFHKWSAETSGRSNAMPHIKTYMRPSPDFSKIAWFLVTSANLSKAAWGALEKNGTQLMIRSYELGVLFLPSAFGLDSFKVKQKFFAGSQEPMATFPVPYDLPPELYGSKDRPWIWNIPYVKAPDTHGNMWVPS
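E. coli-derived human Tdp1, 1 nM final. Cpd preinc 15 min RT; substrate 15 nM final, 5 min RT; AS bead mix 10 ug/ml final, 10 min RT. Signal loss = tyrosine-FITC cleavage. No-enzyme wells = max signal.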
* hit, by the source's call; & = joins results of further samples; [ ] = remark or other dose. % is set by controls: 0 for no effect and ±100 for the full control effect; potency is the fitted concentration of half-maximal effect. Some of the compounds tested (hit frequency here may not be typical).

The opening 5 compounds, to show the layout:
TDP1 inh	structure
-11%	COC(=O)C1=C[C@@H](C(=O)OC)C2C3=C(C(=O)[C@]2(CC(C)C)NC(=O)c2ccccc2)[C@H](C)n2c(=O)n(-c4ccccc4)c(=O)n2[C@@H]3C1 (some centres undefined)
-2%	O=C(O)CCC[C@H](O)\C=C/C=C/C=C/[C@H](O)C/C=C\CCCCCO
9%	CCCOCC(C)O (centres undefined)
-6%	CN1CCc2sc(NC(=O)Cc3ccccc3)c(C(=O)Nc3ccc(Cl)cc3)c2C1
-2%[21 µM]	COc1ccc(/C=C/NC(=O)c2ccc(OC)cc2)cc1

Main list, from the first entry:
TDP1 inh	structure
-11%	COC(=O)C1=C[C@@H](C(=O)OC)C2C3=C(C(=O)[C@]2(CC(C)C)NC(=O)c2ccccc2)[C@H](C)n2c(=O)n(-c4ccccc4)c(=O)n2[C@@H]3C1 (some centres undefined)
-2%	O=C(O)CCC[C@H](O)\C=C/C=C/C=C/[C@H](O)C/C=C\CCCCCO
9%	CCCOCC(C)O (centres undefined)
-6%	CN1CCc2sc(NC(=O)Cc3ccccc3)c(C(=O)Nc3ccc(Cl)cc3)c2C1
-2%[21 µM]	COc1ccc(/C=C/NC(=O)c2ccc(OC)cc2)cc1
2%[21 µM]	CC(C)=NO[C@@H](C)CN1CCCc2nc(C)c(C)cc21
14%	COCCn1cnc2c1-c1ccc(OC)c(c1)OC/C=C\COc1cccc-2c1
9%	Cc1ccc(CNC(=O)[C@]2(C(F)(F)F)C[C@H](CCc3ccccc3)CCCO2)o1
11%[21 µM]	COC(=O)C1=C(C(=O)OC)[C@@H]2N(Cc3ccccc3)c3ccccc3[C@@]23C[C@@H](C(=O)OC)N(S(=O)(=O)c2cccs2)C3=N1
4%	CCCn1c(C)nc2c(NCC(C)(C)CN(C)C)nc(C)nc21
12%	CC(=O)OCON[N+]([O-])=NC1CCCCC1
5%	COC(=O)[C@H](COC(C)(C)C)NC(=O)O[C@@H]1C(=O)c2cc(Br)ccc2O[C@H]1c1cccc(OC)c1
8%	COC(=O)c1ccc(C(NC(=O)OCc2ccccc2)/C(=C/[C@@H](C)C(=O)NCc2ccc(C)o2)c2cccnc2)cc1 (some centres undefined)
-11%[12.3 µM]	COC(=O)C[C@H]1c2ccccc2[C@H]2C(=C[C@@H](C)[C@H]3C(=O)N(O)C(=O)[C@H]32)N1C(=O)OC
3%	O=C(NCc1ccco1)O[C@@H]1C(=O)c2cc(Br)ccc2O[C@H]1c1ccc2c(c1)OCO2
2%&1%	O=C1CCCC2=C1[C@@]1(CCC(c3ccccc3)C1)N=C(Nc1nc3ccccc3o1)N2 (some centres undefined)
11%[21 µM]	COC(=O)[C@@H]1CC[C@H](C)[C@@H](c2ccc(C)cc2)N1C(=O)c1ccc(/C=N\OC[C@@H](O)COCc2ccco2)cc1
-11%	O=S(=O)(NCCc1cn(S(=O)(=O)c2ccccc2)c2ccccc12)c1ccccc1
0%	O=C(CNC(=O)c1ccccc1)OC(C(=O)Nc1cc([N+](=O)[O-])ccc1F)c1ccccc1 (centres undefined)
7%[21 µM]	O=C1CCCC=C1[C@@H](O)C1CCCCC1
8%	CCCCCCCCCCCCCCCCCC(=O)NCCc1ccc(O)c(O)c1
5%	Cc1ccc(NS(=O)(=O)c2ccc3c(c2)N(C)CCO3)cc1C
11%	COc1cccc(C2=Nn3c(nnc3-c3ccc(OC)cc3OC)SC2)c1
1%	CCCCCCC1(C)NC(c2ccc3c(c2)OCO3)=CC(c2cc(Br)ccc2O)N1 (centres undefined)
-1%	CC(C)[C@@H](CC(=O)N[C@@H]1CCNC[C@H]1C(=O)N[C@H](CC(=O)N[C@@H](CCC(=O)O)CC(=O)O)Cc1c[nH]c2ccccc12)NC(=O)C[C@H](CO)NC(=O)[C@@H]1CNCC[C@H]1N
8%&5%[21 µM]	COC(=O)C1=C(C)N(Cc2ccccc2)C2=C3C(=O)N(c4ccccc4)C(=O)C3[C@@](O)(C(=O)OC)C(=O)N2C1c1ccccc1 (some centres undefined)
0%	O=C(CNC(=O)c1ccc(Cl)cc1Cl)OC(C(=O)Nc1cc(C(F)(F)F)ccc1Cl)c1ccccc1 (centres undefined)
-7%[12.3 µM]	C=CC1=C2C=C(C3CC3)N(CCN3CCOCC3)C=C2C(=O)C(C)(OC(=O)c2ccco2)C1=O (centres undefined)
6%[21 µM]	O=c1n(Cc2cc3c(cc2Cl)OCO3)c(=O)n2n1CC[C@H]1/C(=N\OC[C@@H](O)COCc3ccco3)[C@H]3O[C@@H]3[C@@H](O)[C@@H]12
3%[21 µM]	C[C@@H](c1ccccc1)N1C(=O)[C@H]2[C@H]3[C@H](O)[C@H](O)C/C(=N/OC[C@@H](O)COCc4ccco4)[C@@H]3CC[C@@H]2C1=O

Reprinted at random: two compounds from above
TDP1 inh	structure
5%	Cc1ccc(NS(=O)(=O)c2ccc3c(c2)N(C)CCO3)cc1C
8%&5%[21 µM]	COC(=O)C1=C(C)N(Cc2ccccc2)C2=C3C(=O)N(c4ccccc4)C(=O)C3[C@@](O)(C(=O)OC)C(=O)N2C1c1ccccc1 (some centres undefined)

Following part
TDP1 inh	structure
7%[21 µM]	CCN1C(=O)[C@H]2[C@H]3[C@H](O)[C@H](O)C/C(=N/O[C@@H](C)CN4CCCCc5nc(C)c(C)cc54)[C@@H]3CC[C@@H]2C1=O
6%	C[C@@]1(C(NS(=O)(=O)c2cccc3cccnc23)c2ccc(-c3ccccc3)cc2)C[C@H]1C1CCCCC1 (some centres undefined)
5%	CCCCCCC=O
7%	CCCN1CCC(=O)N(C(CSc2ccc(OC)cc2)Cc2ccccc2)CC1 (centres undefined)
6%	CC(C)C[C@@H](CC(=O)N[C@H](CC(=O)N[C@@H]1CCCC[C@H]1C(=O)N[C@H](CC(=O)N[C@@H](CCC(=O)O)CC(=O)O)Cc1ccccc1)C(C)C)NC(=O)[C@@H]1CCCC[C@H]1N
-3%	O=C(OCC#CCSc1nnc(-c2ccco2)o1)c1ccc(F)cc1
0%	COc1cccc(C2c3c(ncn(-c4ccc(C#N)cc4)c3=N)Oc3ccc4ccccc4c32)c1 (centres undefined)
-7%	CCc1cccc2c(-c3ccccc3)c3c(nc12)OCC3
7%	COC(=O)/C(Cc1cc(Br)c(OC)c(Br)c1O)=N/O
9%[12.3 µM]	COC(=O)N1C2CC3(C)C=C(C)OC1(C)C3c1ccccc12 (centres undefined)
1%	CCC/C=C(\CCC)C(NC(=O)c1ccc(C(F)(F)F)cc1)c1ccc(C(F)(F)F)cc1 (centres undefined)
0%	CC(C)C(OC(=O)CNC(=O)c1ccccc1)C(=O)Nc1cc(C(F)(F)F)ccc1Cl (centres undefined)
7%[21 µM]	CON(C)C(=O)c1nnc2c(n1)[nH]c1ccccc12
10%[21 µM]	COC(=O)NC(/C(C(=O)OC)=C(\C)NCc1ccccc1)c1ccc(F)cc1 (centres undefined)
9%	COc1ccc(COC[C@H](C)[C@H](O[Si](C)(C)C)[C@@H](C)[C@H]2OC(=O)[C@H]2C)cc1
2%&3%[21 µM]	CC(=O)OC[C@@H]1O[C@H](C/C=N\O[C@@H](C)c2cn([C@H](CO)Cc3ccccc3)nn2)C=C[C@@H]1OC(C)=O
6%	COc1cccc([C@@H]2Oc3ccc(Br)cc3C[C@H]2OC(=O)NS(=O)(=O)c2ccc(F)cc2)c1
8%	N#CC1(O)CCCCC1
6%	COc1cccc([C@@H]2Oc3ccc(OC)cc3C[C@H]2OC(=O)N[C@H]2CCCc3ccccc32)c1
7%	COc1ccc(C2C3C=CCCC3(C)C(=O)N2Cc2ccccc2)cc1Cl (centres undefined)
11%	COc1ccc(-c2c(C3C4C=CCCC4(C)C(=O)N3Cc3ccccc3)ccc3ccccc23)cc1OC (centres undefined)
-1%&9%[21 µM]	COc1ccc(OC2C(O)COC2/C=C/c2ccccc2)cc1 (centres undefined)
1%	O=C(Nc1ccccc1)Nc1nc(Nc2cc(F)cc(F)c2)nc(NC2CCCC2)n1
3%	COc1ccc(-c2nc3ccccc3c(=O)n2Cc2ccccc2)cc1OCc1ccc(NC(C)=O)cc1
4%	COc1cccc([C@@H]2Oc3ccc(Br)cc3C[C@H]2OC(=O)Nc2cc(OC)c(OC)c(OC)c2)c1
10%[21 µM]	O=C1[C@H]2[C@H]3[C@H](O)[C@H](O)C/C(=N/OC[C@@H](O)COCc4ccco4)[C@@H]3CC[C@@H]2C(=O)N1Cc1ccccc1
0%	CC(C)C[C@@H](CC(=O)N[C@H](CC(=O)N[C@@H]1CCNC[C@H]1C(=O)N[C@H](CC(=O)N[C@@H](CCC(=O)O)CC(=O)O)Cc1ccccc1)C(C)C)NC(=O)[C@@H]1CCCC[C@H]1N
3%	CC(C)c1nc(Nc2nc3ccccc3o2)nc2c1CCCC2
50µM*	O=C(O)/C=C/c1cc(F)c(S(=O)(=O)N2CCN(S(=O)(=O)c3ccc4c(c3)OCCO4)CC2)cc1F
3%	C=C1CCN(C(CC(C)C)C(=O)O)S(=O)(=O)c2ccccc21 (centres undefined)
5%[21 µM]	CC(=O)OC[C@@H]1O[C@@H](O/N=C2/C[C@@H](O)[C@@H](O)[C@@H]3[C@@H]4C(=O)N(c5cccc(Oc6ccccc6)c5)C(=O)[C@H]4CC[C@H]23)[C@H](OC(C)=O)[C@H](OC(C)=O)[C@@H]1OC(C)=O
18%	COc1cc(OC)cc(-c2nnc3n2N=C(c2ccc(OC)cc2OC)CS3)c1
2%[21 µM]	CO[C@@H]1COC(=O)[C@@H](C)NC(=O)C/C=C\[C@@H](C)[C@H](NS(=O)(=O)c2ccc(C)cc2)COC(=O)[C@H](C)NC(=O)C/C=C\[C@H]1C
-5%[21 µM]	CCN1C(=O)[C@@H]2[C@H]3C(=CC[C@@H]2C1=O)C1(OCCCO1)[C@H]1O[C@@H]1[C@H]3O
11%	COc1ccc(C2C3C=CCC(c4cccc(-c5ccc(N(C)C)cc5)c4)C3C(=O)N2Cc2ccccc2)cc1Cl (centres undefined)
4%	COC(=O)C1(C)C=CCN1C(=O)c1ccccc1 (centres undefined)
1%	CC(C)[C@@H](CC(=O)N[C@@H]1CCNC[C@H]1C(=O)N[C@H](CC(=O)N[C@@H](CCC(=O)O)CC(=O)O)Cc1c[nH]c2ccccc12)NC(=O)C[C@H](CO)NC(=O)[C@@H]1CCCC[C@H]1N
20%	N#Cc1nc(NCCO)nc(Nc2ccccc2)n1
4%	O=C1CCC=C1C(O)c1ccc2c(c1)OCO2 (centres undefined)
8%	CN(C(=O)c1ccc(OCC=C(c2ccccc2)c2ccccc2)cc1)c1ccccc1I
1%	O=C1c2ccccc2C(=O)N1c1cnc2ccccc2c1
16%[12.3 µM]	C[C@H]1Cc2c(COc3ccccc3)nc3c(c2CO1)CN(C(=O)NCc1ccco1)CC3
17%	COc1cccc(-c2nnc3n2N=C(c2ccc(OC)cc2OC)CS3)c1
2%	C=C1CCN(C(C(=O)O)C(C)C)S(=O)(=O)c2ccccc21 (centres undefined)
8%[21 µM]	C#CCCCO/N=C1/C[C@@H](O)[C@@H](O)[C@@H]2[C@@H]3C(=O)N(c4cccc(Oc5ccccc5)c4)C(=O)[C@H]3CC[C@H]12
10%[21 µM]	C/C(CCN1CCCc2nc(C)c(C)cc21)=N\OC[C@@H](O)[C@@H]1O[C@@H]2OC(C)(C)O[C@@H]2[C@H]1O
4%	CC(C)Cn1nnnc1S(=O)(=O)Cc1cccc(C#N)c1
5%[21 µM]	CC(=O)OC[C@@H]1O[C@@H](O/N=C2/C[C@@H](O)[C@@H](O)[C@@H]3[C@@H]4C(=O)N(C[C@@H]5CCCO5)C(=O)[C@H]4CC[C@@H]23)[C@H](OC(C)=O)[C@H](OC(C)=O)[C@@H]1OC(C)=O
10%	COc1ccc(C2/C=C\CN(C(=O)c3ccccc3)C(Cc3ccccc3)C(=O)N2Cc2ccc(F)cc2)cc1 (centres undefined)
1%	CCN(CC)CCCC(C)Nc1nc(C)cc(Nc2ccc3nc(C)cc(N)c3c2)n1 (centres undefined)

Printed as active in TDP1 inh, of those listed so far:
TDP1 inh	structure
50µM*	O=C(O)/C=C/c1cc(F)c(S(=O)(=O)N2CCN(S(=O)(=O)c3ccc4c(c3)OCCO4)CC2)cc1F

Next section:
TDP1 inh	structure
0%	O=C(NCc1nnc(C(=O)Nc2ccc(C(F)(F)F)cc2Cl)o1)c1ccccc1
4%	CCCCCC(=O)CC[C@@H]1[C@@H](C/C=C\CCCC(=O)O)[C@@H](O)C[C@H]1O
17%	CN1c2cc3c(cc2N=C(c2ccc(C(=O)O)cc2)c2ccccc21)C(C)(C)CCC3(C)C
1%	Cc1ccc(NS(=O)(=O)c2cc3c(cc2Cl)CCC(=O)N3)cc1C
-1%	COC(=O)CCCC1=CC2=CC(=O)C(C)(OC(=O)c3cnc4ccccc4n3)C(=O)C2=CO1 (centres undefined)
1%	Oc1ccc(CNc2cccc(F)c2)c2cccnc12
11%	CC12CCC=CC1C(c1ccc3ccccc3c1C=Cc1ccccc1)N(Cc1ccccc1)C2=O (centres undefined)
8%&5%[21 µM]	COc1ccc(O[C@H]2C=C[C@@H](c3ccccc3)O[C@H]2COC(=O)CC/C(C)=N\O[C@@H](C)c2cn([C@H](CO)Cc3ccccc3)nn2)cc1
4%[21 µM]	C/C=C/OC(=O)NC(c1cccc(C)c1)[C@@]1(C(=O)OCC)CCCC1=O (some centres undefined)
4%	O=C(Nc1ccncc1)c1cc([N+](=O)[O-])ccc1Cl
-7%	CCC1=C2CC[C@H]3C(=O)N(CC)C(=O)[C@H]3[C@H]2[C@@]2(C)C(=O)N(CC(=O)OC)C(=O)N2C1=O
